Screens deposited in PubChem by National Center for Advancing Translational Sciences (NCATS).
HT1080NT lethal = kills 2HG-producing HT-1080-NT fibrosarcoma cells; HT-1080-NT fibrosarcoma viability, CellTiter-Glo ATP luminescence, 48 h; actives 1.6% (n = 360,000); Potency, µM (doses to about 46.1 µM), inactives show top-dose activity, negative = less viability, hits mostly cytotoxic;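 further: NT is the 2HG producing partner of a matched IDH1 knockdown line; potency means the concentration at half of the fitted maximal effect; 0% = DMSO-treated cells and -100% = media-only wells without cells; nearly all actives have a fitted effect of over 55% in size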
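Compounds were tested in concentration-response format on HT-1080-NT cells for 48 hours at 37 degrees C. Cell viability came from CellTiter-Glo luminescence; curves were classified by r2, response magnitude and activity.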
IL-1B inflam inh = inflammasome signaling inhibition, IL-1 beta readout. THP-1 LPS/ATP IL-1B secretion, AlphaLISA, 16 h; stronger effect = lower value. activity change, % at 57.5 µM. actives 4.7% (n = 360,000). AID 743279; in the data active means activity change below about -50%; inconclusive means mostly about -30% to -49%; further: on the % scale 0 is the no-effect control and ±100 the full control effect
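Secreted IL-1B measured by AlphaLISA bead assay after 16 h compound exposure of THP-1 cells; compounds (final up to 57.5 uM) added 1 h before LPS (250 ng/mL) and ATP (1.25 mM) stimulation; lower signal means less secretion.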
SW480 rereplic = DNA re-replication induction in SW480 cells; Potency, µM (doses to about 46.1 µM), inactives show top-dose re-replication activation, hits mostly activators; AID 624297; actives 1.8% (n = 340,000); SW480 DNA re-replication, Hoechst DNA content imaging, 48 h; further: potency means the concentration at half of the fitted maximal effect; % of control where 0% means no effect; nearly all actives have a fitted effect of over 55% in size
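Per well, 250 cells were exposed to pinned compound for 48 hr. Nuclear DNA was visualised with Hoechst (40 min, 37 C) and total object intensity recorded by fluorescence scanning.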
D3 ag = D3 dopamine receptor (human) agonism | AID 652048 | actives 0.58% (n = 410,000) | max activation, % | D3R DiscoveRx beta-arrestin cells, luminescence, 90 min | P35462; in the data active means max activation above about 30%; further: 0% is about no effect; mostly tested at two doses, the higher about 12 µM
Target sequence (P35462 whole entry, looked up): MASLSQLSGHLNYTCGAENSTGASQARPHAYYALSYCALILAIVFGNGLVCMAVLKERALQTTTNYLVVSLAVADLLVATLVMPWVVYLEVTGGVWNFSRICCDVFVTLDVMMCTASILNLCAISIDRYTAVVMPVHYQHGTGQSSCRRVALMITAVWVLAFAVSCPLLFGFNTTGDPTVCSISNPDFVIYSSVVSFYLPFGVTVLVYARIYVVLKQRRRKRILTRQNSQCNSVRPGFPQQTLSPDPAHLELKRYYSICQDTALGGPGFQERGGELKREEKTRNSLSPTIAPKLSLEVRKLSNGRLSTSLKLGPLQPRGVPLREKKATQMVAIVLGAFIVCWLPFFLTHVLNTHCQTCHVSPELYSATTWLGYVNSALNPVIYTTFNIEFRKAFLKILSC
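Agonist mode: compounds and dopamine controls were applied to plated cells for 90 min at 37 degrees C after an overnight attachment at 1500 cells/well. Luminescent read-out followed 30 - 60 minutes at room temperature with DiscoveRx detection reagent.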
MCF10A rereplic = induces DNA re-replication in MCF 10a normal breast cells. MCF 10A DNA re-replication, Hoechst nuclear intensity, 48 h. Potency, µM (titrated, usually from 46.1 µM), for the others: top-dose activity, positive = re-replication, most hits filed as activators. actives 2.9% (n = 350,000); further: potency means the concentration at half of the fitted maximal effect; % of control where 0% means no effect; nearly all actives have a fitted effect of over 50% in size
KB-V1 cytotox = KB-V1 MDR subline cytotoxicity; KB-V1 MDR cells viability, CellTiter-Glo, 72 h; Potency, µM (highest dose often 46.1 µM), inactives show at the top dose activity change, negative = cytotoxicity, hits mostly cytotoxic; actives 3.4% (n = 400,000); AID 1347076; further: potency means the concentration at half of the fitted maximal effect; on the % scale 0 is the no-effect control and ±100 the full control effect; nearly all actives have a fitted effect of over 60% in size
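Cytotoxicity toward P-gp-expressing KB-V1 cells was determined as loss of CellTiter-Glo luminescence after 72 h at 37 degrees C. Compounds were tested in quantitative HTS format across a concentration range, with curves fitted to normalized data.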
KB-3-1 cytotox = kills parental KB-3-1 adenocarcinoma cells; actives 1.4% (n = 400,000); Potency, µM (doses to about 46.1 µM), for inactives: at the top dose activity change, negative = cytotoxic, usual class: cytotoxic; KB-3-1 viability, CellTiter-Glo ATP luminescence, 72 h; further: potency means the concentration at half of the fitted maximal effect; on the % scale 0 is the no-effect control and ±100 the full control effect; nearly all actives have a fitted effect of over 60% in size
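Parental KB-3-1 adenocarcinoma cells in phenol-red-free DMEM with 10% FBS were pin-treated with compounds at several concentrations, incubated 72 h at 37 °C, and viability read by CellTiter-Glo luminescence; concentration-effect curves were fitted after normalization.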
GLP1R cytotox = cytotoxicity in counter-screen for GLP-1R inverse agonists; HEK293 cAMP-luciferase reporter cells, luminescence, 24 h; Potency, µM (highest dose often 38.3 µM), without a hit: at the highest dose activity change, negative = inhibition, most hits filed as inhibitors; actives 0.13% (n = 410,000); AID 624418;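 further: loss of luciferase light is scored as toxicity; potency means the concentration at half of the fitted maximal effect; on the % scale 0 is the no-effect control and ±100 the full control effect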
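Cells in DMEM/10% Nu serum/1% pen-strep, 1536-well format. Pre-incubated 12 h, dosed with 23 nL compound, incubated a further 24 h. Luciferase detection, 12 min at room temp, luminescence.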
HT1080 IDH1KD tx = HT-1080 IDH1 knockdown cell toxicity (counter line) | Potency, µM (highest dose often 46.1 µM), for the others: top-dose activity, negative = toxicity, most hits filed as cytotoxic | HT-1080 IDH1 knockdown viability, ATP luminescence, 48 h | actives 2% (n = 360,000) | AID 686971;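 further: potency means the concentration at half of the fitted maximal effect; 0% = DMSO wells and -100% = cell-free medium wells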
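% activity derives from luminescence (CellTiter-Glo), normalised to DMSO and no-cell wells. HT-1080-IDH1KD cells, 750/well, had 48 h compound exposure at 37 °C.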
Starred values were filed as active, the others as inactive; ? = inconclusive; nt = no result given; & = joins results of further samples; [ ] = another dose, or the depositor's remark. Unless noted, the call rests on the fitted dose curve; in most records, active means well fitted curve in the direction sought with a large enough effect; inconclusive means small, poorly fitted or top-dose-only effect, or another doubt; inactive means no such curve, though single readings can be large; an effect the other way counts as inactive or inconclusive.

no. | Compound | HT1080NT lethal | IL-1B inflam inh | SW480 rereplic | D3 ag | MCF10A rereplic | KB-V1 cytotox | KB-3-1 cytotox | GLP1R cytotox | HT1080 IDH1KD tx
1 | COc1ccc(N2CCN(C(CNC(=O)C(=O)NCCCN(C)C)c3cccnc3)CC2)cc1 (stereo not drawn) | nt | nt | nt | 4 | nt | 23% | 1% | 0% | nt
2 | CC1(C)CC(=O)C/C(=N\NC(=S)NCc2ccccc2)C1 | -2% | -7 | -7% | 0 | -6% | 17% | 1% | -7% | -2%
3 | CCOCCCN(C(=O)Cn1nnc(-c2ccc(C)o2)n1)C(C(=O)NC1CCCC1)c1ccco1 (stereo not drawn) | 3% | -13 | -4% | 2 | -22% | 1% | 2% | -6% | 10%
4 | N#Cc1cccc(NCC(=O)Nc2ccc3c(c2)OCCO3)c1 | 8% | -22 | -9% | -3 | -3% | 14% | 16% | -3% | 0%
5 | COc1cc(C(=O)NCc2ccc3c(c2)OCO3)c([N+](=O)[O-])cc1OC | 8% | 8 | -4% | 2 | -3% | 3% | 4% | -29% | 5%
6 | CC(C)C(C)NC(=O)COc1ccc(OCc2ccccc2)cc1 (stereo not drawn) | -6% | 23 | -16% | -2 | 10% | ? | 1% | 6% | -3%
7 | CCOC(=O)c1cc(-c2cccc(C(F)(F)F)c2)nc2nc(SC)[nH]c(=O)c12 | -6% | 30 | -7% | 10 | -3% | 5% | -10% | 11% | -14%
8 | Cc1cccc2sc(NC(=O)c3cc(S(=O)(=O)N(C)C)ccc3N3CCCC3)nc12 | -1% | -124* | ? | -12 | ? | ? | -29% | 3% | -12%
9 | Cc1cc(-c2nc3ncccc3o2)ccc1NC(=O)COc1cc(C)c(Cl)c(C)c1 | nt | nt | nt | -3 | nt | -22% | -3% | 3% | nt
10 | CCCN1CCN(CCNC(=O)Nc2cc(OC)cc(OC)c2)CC1 | nt | nt | nt | -5 | nt | ? | -3% | -14% | nt
11 | O=C(NC1CCCCC1)C(c1ccc(F)cc1)N(C(=O)c1cccs1)c1ccc2c(c1)OCO2 (stereo not drawn) | -1% | 14 | -2% | -3 | 6% | -16% | 0% | 17% | 13%
12 | COc1ccc(CNC(=O)Cn2nc(C(F)(F)F)c(Br)c2C)cc1 | -1% | 10 | -1% | 2 | 20% | 11% | 15% | -3% | -3%
13 | N#CC1(NC(=O)CN2CCc3ccccc3C2)CCCC1 | 8% | 2 | 1% | -7 | -1% | ? | 1% | 14% | 13%
14 | O=C(/C=C/c1ccccc1)OCCCN=C1NS(=O)(=O)c2ccccc21 | -3% | 80 | 15% | 4 | 9% | 6% | 9% | -4% | -21%
15 | COc1c2ccoc2c(OC[C@@H](OC(C)=O)C(C)(C)O)c2oc(=O)ccc12 | 18% | 1 | -12% | 48* | -43% | -18% | 0% | 9% | 3%

The closing 2 compounds of the section before open the next one.
no. | Compound | HT1080NT lethal | IL-1B inflam inh | SW480 rereplic | D3 ag | MCF10A rereplic | KB-V1 cytotox | KB-3-1 cytotox | GLP1R cytotox | HT1080 IDH1KD tx
14 | O=C(/C=C/c1ccccc1)OCCCN=C1NS(=O)(=O)c2ccccc21 | -3% | 80 | 15% | 4 | 9% | 6% | 9% | -4% | -21%
15 | COc1c2ccoc2c(OC[C@@H](OC(C)=O)C(C)(C)O)c2oc(=O)ccc12 | 18% | 1 | -12% | 48* | -43% | -18% | 0% | 9% | 3%
16 | O=C(NCc1cccc(Cl)c1)C1CCN(c2nn3cc(-c4ccc(F)cc4)nc3s2)CC1 | nt | nt | nt | 1 | nt | -23% | 2% | 6% | nt
17 | O=C(CSc1ccc2ccccc2c1)Nc1ncccn1 | 6% | 15 | nt | -1 | -4% | -26% | 0% | 8% | 0%
18 | COc1ccc(CNC(=O)COC(=O)CCCOc2ccc(Cl)cc2Cl)cc1 | 23% | 6 | -4% | -5 | 3% | 7% | 0% | 2% | 21%
19 | CCOC(=O)c1c(C)[nH]c(C)c1C(=O)COC(=O)/C=C/c1cccc(F)c1 | 10% | -15 | 4% | 4 | -3% | -21% | 1% | 6% | 14%
20 | COc1ccccc1-c1c(C)nn2c(N3CCC(C(N)=O)CC3)cc(C)nc12 | 0% | -12 | -14% | 1 | 0% | 11% | ? | ? | 6%
21 | C=CCOc1ccc(CN(C)CC(=O)Nc2ccc3c(c2)CCC3)cc1 | -22% | -26 | -1% | -5 | 15% | -2% | 0% | 7% | -20%
22 | CCC(=O)Nc1ccccc1-c1nnn(CC(=O)N2c3ccccc3CC2C)n1 (stereo not drawn) | 0% | -6 | 7% | -11 | ? | ? | -4% | -18% | 2%
23 | CCN(CC)C(CNC(=O)CSc1nnnn1-c1cccc(F)c1)c1ccco1 (stereo not drawn) | -8% | 1 | 2% | -2 | 35% | -11% | -1% | 7% | -6%
24 | COc1ccc(NC(=O)c2cccnc2)c([N+](=O)[O-])c1 | ? | 0 | 16µM* | -6 | ? | ? | 16µM* | -4% | ?
25 | COc1cccc(-c2cc(NC(C)=O)c3ncc(-c4ccc(OC)c(OC)c4)n3c2)c1 | -22% | -81* | nt | 15 | nt | 2% | 0% | -4% | -12%
26 | O=C1CN2NC(=S)N(c3ccccc3)C2=CN1c1ccc(Cl)cc1 | 3% | -4 | 3% | 3 | -2% | -11% | 0% | 6% | 6%
27 | Nc1scc2c(C(=O)O)nn(-c3ccccc3)c(=O)c12 | nt | nt | -6% | nt | ? | 17% | 12% | nt | nt
28 | O=C(Nc1cccn(Cc2c(Cl)cccc2Cl)c1=O)c1ccccc1Cl | 0% | ? | 1% | 1 | 16% | 5.8µM* | ? | -2% | -1%
29 | O=C(O)CCCCCCCCc1cn(CN2C(=O)c3ccccc3C2=O)nn1 | 0% | 23 | -5% | 8 | 4% | 7%&6% | -6%&11% | 16% | 10%
30 | CC(C)(C)OC(=O)N[C@@H](COCc1ccccc1)C(=O)N[C@@H](CO)[C@H](O)[C@@H]1C[C@@H]1C(=O)NC1CC1 | -1% | 15 | -3% | -19 | 13% | 1% | 0% | 16% | 0%

Taken from above, 5 compounds:
no. | Compound | HT1080NT lethal | IL-1B inflam inh | SW480 rereplic | D3 ag | MCF10A rereplic | KB-V1 cytotox | KB-3-1 cytotox | GLP1R cytotox | HT1080 IDH1KD tx
16 | O=C(NCc1cccc(Cl)c1)C1CCN(c2nn3cc(-c4ccc(F)cc4)nc3s2)CC1 | nt | nt | nt | 1 | nt | -23% | 2% | 6% | nt
17 | O=C(CSc1ccc2ccccc2c1)Nc1ncccn1 | 6% | 15 | nt | -1 | -4% | -26% | 0% | 8% | 0%
18 | COc1ccc(CNC(=O)COC(=O)CCCOc2ccc(Cl)cc2Cl)cc1 | 23% | 6 | -4% | -5 | 3% | 7% | 0% | 2% | 21%
19 | CCOC(=O)c1c(C)[nH]c(C)c1C(=O)COC(=O)/C=C/c1cccc(F)c1 | 10% | -15 | 4% | 4 | -3% | -21% | 1% | 6% | 14%
20 | COc1ccccc1-c1c(C)nn2c(N3CCC(C(N)=O)CC3)cc(C)nc12 | 0% | -12 | -14% | 1 | 0% | 11% | ? | ? | 6%

The list continues:
no. | Compound | HT1080NT lethal | IL-1B inflam inh | SW480 rereplic | D3 ag | MCF10A rereplic | KB-V1 cytotox | KB-3-1 cytotox | GLP1R cytotox | HT1080 IDH1KD tx
31 | COc1cc(C(=O)Nc2cc3c(cc2N2CCCCC2)n(C)c(=O)n3C)cc(OC)c1OC | ? | -1 | -2% | 7 | 3% | -20% | -12% | 14% | 1%
32 | COc1ccc(Cl)cc1NC(=O)CCNC(=O)OCc1ccccc1 | 23% | 12 | -7% | 1 | 9% | -1% | 3% | -36% | 1%
33 | COc1ccc(S(=O)(=O)N2CCOCC2)cc1NC(=O)CCCOc1ccc(Cl)cc1C | -9% | -8 | 4% | -4 | 0% | -12% | -14% | -18% | -8%
34 | Cc1c(C(O)CN2CCN(Cc3ccc4c(c3)OCO4)CC2)c2ccccc2n1C (stereo not drawn) | ? | -10 | ? | -34 | 19% | -4% | 3% | -12% | 11µM*
35 | CCCNC(=O)C1CCN(c2nc(C)cc(C)n2)CC1 | -2% | 11 | -4% | 0 | -7% | -1% | 0% | 2% | 1%
36 | Cc1ccc(-c2nnc(SCC(=O)NC(=O)Nc3ccc(C)cc3C)n2N)cc1 | 1% | 0 | nt | -3 | -4% | -3% | 23% | 80%[activator] | 9%
37 | O=C(Cc1ccc2c(c1)CCCC2)Nc1ccc2ccccc2c1 | 0% | 11 | 6% | 4 | ? | -16% | -8% | 13% | -8%
38 | O=C(Cc1ccc(O)cc1)N/N=C/c1cccs1 | 1% | -3 | 3% | -3 | 0% | ? | -4% | -3% | -3%
39 | CCc1nc2c(OCc3cccc(Cl)c3)cccn2c1N(C)C(=O)CC(C)C | ? | 2 | nt | 0 | nt | 5% | 0% | 4% | ?
40 | Cc1ccc(-c2nn(-c3ccccc3)cc2C(=O)N2CCN(c3ccccn3)CC2)cc1 | ? | ? | ? | -14 | -1%[9.22 µM] | ? | ? | 10% | ?
41 | O=C1C2C(C(=O)N1/N=C/c1cc([N+](=O)[O-])ccc1O)C1C=CC2C12CC2 (stereo not drawn) | -5% | 3 | 5% | -39 | 0% | 0% | -16% | -16% | -6%
42 | Cc1ccc(N(CC(=O)Nc2ccc(Br)c(C)c2)S(=O)(=O)c2cccs2)cc1 | nt | nt | nt | -2 | nt | -2% | -10% | 1% | nt
43 | COc1ccc(OC)c(N(CC(=O)Nc2ccccc2)S(=O)(=O)c2ccccc2)c1 | 2% | -7 | -12% | 3 | 2% | ? | -24% | 4% | -2%
44 | COc1ccc(-c2nnc(SCC(=O)N(C)C3CCS(=O)(=O)C3)n2C(C)C)cc1 (stereo not drawn) | 3% | -5 | -12% | -7 | -15% | 8% | 9% | 0% | -4%
45 | O=C(Cn1cc2c(n1)CCCCC2)NCc1cccs1 | 14% | 0 | 2% | 3 | 7% | 8% | 10% | -1% | 4%
